# CHOP UPR activ = apoptotic UPR (CHOP) activation; CHO-CHOP luciferase reporter, luminescence; percent of tunicamycin response over DMSO baseline; activation, % at 10 µM; 330,000 tested, 0.34% active; AID 449763;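 active = at 10 µM dose, activation of 40% or more, normalized to positive control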;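 also: 100% = tunicamycin at 10 µg/mL and 0% = DMSO alone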
#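 Assay system: CHO cells with stable CHOP pathway luciferase reporter; Buffer or medium: F12 plus 10% serum; Times: 16-18 h cell attachment, then 6 h compound exposure, 37 °C; Signal: luciferase luminescence; Read-out basis: percent activation relative to tunicamycin control; Control set: tunicamycin high control, DMSO low control.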
# Mdm2 MdmX PPI = disrupts the human Mdm2-MdmX interaction. O15151+Q00987. SaOS-2 split-luciferase Mdm2/MdmX complementation, luminescence. inhibition, % at 8 µM. 330,000 tested, 3% active. AID 485346;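 active = inhibition of at least 50% at 8 µM in the primary screen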
# tim23-1 inh = tim23-1 yeast growth inhibition | S. cerevisiae tim23-1 growth, BacTiter-Glo luminescence, 24 h | 330,000 tested, 1.3% active | inhibition, % at 20 µM;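 active = growth inhibition of the mutant yeast at or above 50%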;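 also: temperature-sensitive mutant grown at 25 °C; plate controls were DMSO-treated mutant yeast for no effect and medium wells lacking yeast for full effect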
# tim10-1 inh = inhibits growth of tim10-1 mutant yeast; AID 463190; 330,000 tested, 2.2% active; inhibition, % at 20 µM; S. cerevisiae tim10-1 ts strain growth, BacTiter-Glo, 24 h;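 active = inhibition of at least 40%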;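 also: mutant grown at 25 °C; 0% = DMSO wells with yeast and 100% = wells holding no yeast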
# UPR XBP1 act = activators of adaptive arm of unfolded protein response (XBP1); AID 463104; activation, % at 20 µM; 330,000 tested, 0.33% active; CHO-XBP1 luciferase reporter, IRE1-XBP1 UPR activation, luminescence; percent of tunicamycin response, DMSO as zero;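 active = versus positive control, 20 µM dose yields 30% or more activation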;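 also: 100% = tunicamycin at 10 µg/mL and 0% = DMSO only wells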
#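 Signal: luciferase luminescence; Assay system: CHO-XBP1 luciferase reporter cells; Amount: one thousand reporter cells per well; Dosing: 20 µM single concentration, DMSO 1%; Benchmarks: high control tunicamycin 10 µg/mL final, low control DMSO vehicle only; Schedule: 6 h compound exposure at 37 °C, 5% CO2; Evaluation: percent activation relative to tunicamycin reference.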
# CXCR6 inh = CXCR6 (human) receptor inhibition; AID 602244; inhibition, % at 20 µM; 360,000 tested, 0.36% active; O00574; CHO-K1 PathHunter CXCR6 beta-arrestin, luminescence; in the data active = inhibition above about 34%, passing the limit was not always enough;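 also: antagonist mode with CXCL16 agonist at 10 nM final; 0% = 10 nM CXCL16 with DMSO and 100% = unstimulated wells without agonist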
# Target sequence (O00574 whole entry, looked up): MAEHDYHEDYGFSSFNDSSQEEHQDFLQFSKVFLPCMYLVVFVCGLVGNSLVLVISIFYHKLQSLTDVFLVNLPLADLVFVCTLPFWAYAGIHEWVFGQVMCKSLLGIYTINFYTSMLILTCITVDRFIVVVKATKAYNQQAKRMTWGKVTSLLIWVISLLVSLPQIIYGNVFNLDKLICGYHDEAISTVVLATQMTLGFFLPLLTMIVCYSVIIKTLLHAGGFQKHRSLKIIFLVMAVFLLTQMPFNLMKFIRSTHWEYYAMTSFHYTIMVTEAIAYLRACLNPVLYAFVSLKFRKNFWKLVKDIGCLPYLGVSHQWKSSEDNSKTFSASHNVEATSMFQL
# TIM10 inh = TIM10 yeast growth inhibition. S. cerevisiae TIM10 strain growth, BacTiter-Glo luminescence, 24 h. inhibition, % at 10 µM. 330,000 tested, 1.4% active. AID 463195;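 active = inhibition of 40% or more at the single tested concentration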;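 also: wild-type TIM10 isogenic control strain grown at permissive 25 °C; 0% = DMSO yeast wells and 100% = minimal medium wells without yeast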
# APJ antag = antagonists of human APJ apelin receptor; CHO-K1 APJ beta-arrestin complementation, luminescence; inhibition, % at 20 µM; 330,000 tested, 0.32% active; AID 2521;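 active = inhibition above about 40% at 20 µM, limit read from the data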;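 also: cells challenged with 10 nM apelin-13 agonist together with compound; plate controls were apelin-13 plus DMSO wells for no effect and DMSO wells lacking apelin-13 for full effect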
# Target sequence (P35414 whole entry, looked up): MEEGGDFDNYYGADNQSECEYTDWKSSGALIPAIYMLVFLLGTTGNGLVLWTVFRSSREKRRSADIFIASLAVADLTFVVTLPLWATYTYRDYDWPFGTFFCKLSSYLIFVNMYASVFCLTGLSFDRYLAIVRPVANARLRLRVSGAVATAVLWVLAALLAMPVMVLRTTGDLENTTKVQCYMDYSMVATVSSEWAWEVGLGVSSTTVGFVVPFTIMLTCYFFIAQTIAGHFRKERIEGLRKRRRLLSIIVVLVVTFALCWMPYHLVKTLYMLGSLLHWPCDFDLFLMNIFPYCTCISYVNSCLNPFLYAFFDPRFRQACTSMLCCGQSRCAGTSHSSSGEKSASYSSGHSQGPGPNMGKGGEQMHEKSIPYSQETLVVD
# APJ agonist = APJ receptor agonism; P35414; CHO-K1 APJ PathHunter beta-arrestin, luminescence; 0% DMSO wells, 100% apelin; activation, % at 20 µM; 330,000 tested, 0.11% active;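 active = activation more than six SD over the plate average, tested at 20 µM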;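 also: 0% = DMSO alone and 100% = apelin-13 at 10 nM; some results filed as inactive read as strong as hits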
#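 Assay system: CHO-K1 cells stably expressing ProLink-tagged human APJ and arrestin–beta-gal acceptor. Compound dosing: 20 µM single point, 1% DMSO. Times: 16-18 h seeding, 90 min dark compound exposure, 60 min detection. Detection: beta-gal luminescence. Evaluation: APJ–arrestin association signal. Controls: negative DMSO alone, positive Apelin-13 at 10 nM.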
# * hit, by the source's call; . = not tested or not shown; & = joins results of further samples. A portion of the library; the hit share may differ from the screen's.
structure	CHOP UPR activ	Mdm2 MdmX PPI	tim23-1 inh	tim10-1 inh	UPR XBP1 act	CXCR6 inh	TIM10 inh	APJ antag	APJ agonist
CCC1CCc2sc(C(=O)NCC(c3ccccc3OC)N3CCCC3)cc2C1 (stereo not drawn)	-0.3	75.1*	18.8	13.7	3.2	-6.9	32.1	0.6	-0.7
CN(C)c1cc(=O)n2c(n1)SCCC2	-0.4	-3.6	-10.3	-11.8	-1.5	-9.7	-8.3	16.9	-1.8
Cc1ccc(C)c(NC(=O)CSc2nc3ccccc3nc2N2CCOCC2)c1	0.9	26.1	7.0	0.6	-3.1	-1.6	-9.6	19.0	-3.3
CN(C)/C=N/NC(=O)c1ccccc1	-2.0	-2.0	12.5	3.9	-3.1	-1.1	-15.5	9.8	1.1
Cc1cc(C)nc(Nc2ccc(C)c([N+](=O)[O-])c2)n1	4.1	-26.9	37.4	27.3	2.3	1.9	16.9	-5.1	0.7
CSc1ccc(S(=O)(=O)N(CC(=O)NN=C2CCN(C)CC2)c2ccc(C)cc2)cc1	1.2	-15.4	18.9	12.1	-3.5	-8.1	11.2	9.9	-2.0
Cc1noc(C)c1COc1ccc(C(=O)OCC(=O)OC(C)(C)C)cc1	-0.9	5.4	26.4	13.8	3.1	11.9	21.5	24.0	-0.9
COC(=O)C1=C(C)N(Cc2ccccc2)C(=NCCCOC(C)C)N[C@H]1c1ccccc1	2.5	33.1	-8.1	-1.2	-0.9	9.1	3.0	1.6	-0.2
O=C(Nc1ccc(Oc2cccnc2)cc1)c1ccc([N+](=O)[O-])cc1	1.5	2.8	18.8	1.8	-0.9	-16.3	-16.9	-13.4	1.9
CCOC(=O)c1cc(C)sc1NC(=O)CSc1nccn1C	0.9	4.8	24.5	20.2	-4.0	-1.2	1.0	7.5	-3.5
O=C(CCCn1cnc([N+](=O)[O-])n1)Nc1cccc(Cl)c1Cl	5.1	5.6	19.1	27.8	-3.0	0.8	3.7	-20.1	4.0
CC(Oc1ccc(Cl)cc1)C(=O)NCC1CCCO1 (stereo not drawn)	1.1	28.0	5.1	-4.3	0.5	-1.1	5.1	12.9	-1.0
O=C(/C=C/c1ccccc1)NCC(=O)N/N=C\c1cccnc1	-1.8	4.8	0.8	8.3	-1.1	2.2	7.2	-0.5	-3.5
CC(=O)c1cc2c(cc1NS(=O)(=O)c1ccc(C)cc1)OCCO2	-3.4	35.8	25.0	13.9	-1.2	5.7	14.9	7.1	-3.3
O=c1onc(-c2cccnc2)n1-c1ccccc1F	3.1	-18.4	10.9	10.4	-0.2	-14.9	13.1	-22.3	10.5
ON=C1c2ccccc2-c2ccccc21	3.9	31.9	39.1	8.0	1.7	-5.9	6.6	14.6	-1.6
Cc1ccc(CCNC(=O)CS(=O)Cc2nc(-c3ccccc3Cl)oc2C)cc1 (stereo not drawn)	-0.1	10.8	21.2	26.1	-8.0	4.0	8.3	2.2	-0.8
Cc1cc(C)c2c(CC(=O)NC(C)C)coc2c1	1.3	13.8	4.1	16.3	-0.3	3.7	-0.9	-21.4	-4.5
N#Cc1ccc(CSc2nnc(NC(=O)c3ccc4ncsc4c3)s2)cc1	-0.9	30.7	-32.4	-23.1	0.2	6.6	-22.5	15.7	0.2
O=C(COC(=O)Cc1ccccc1[N+](=O)[O-])NC1CCCC1	0.9	7.1	9.6	9.3	1.1	1.4	-8.3	-12.7	-1.6
COc1ccc(-c2ccc(=O)n(CC(=O)NCc3ccco3)n2)cc1	-1.2	4.8	-4.8	-5.6	-6.2	-1.6	-11.0	11.7	-1.7
COc1ccc(NC(=O)CC(C)=O)c(OC)c1	1.9	-22.4	12.9	13.8	-1.3	-3.6	15.2	3.3	-2.1
COc1ccc(NC(=S)N2CCN(C(=O)c3ccccc3)CC2)cc1	-0.1	11.3	-19.9	-4.8	2.3	0.2	-8.8	1.2	-3.2
Cc1ccc(S(=O)(=O)/N=C(/Nc2cccc3ccccc23)c2ccc(F)cc2)cc1	3.0	20.6	0.9	2.1	-5.0	3.9	3.6	28.8	-2.4
C=CCN(CC=C)Cc1c(C)[nH]c2c(C)c(C)ccc2c1=O	1.0	16.8	0.4	-6.6	-0.9	4.5	-26.3	16.4	-2.4
CSc1cccc(NC(=O)CSc2ccc(Cl)cc2)c1	-1.6	-9.9	-2.9	13.0	0.9	-2.9	26.5	6.4	-4.9
O=C(N/N=C1\CC2CC=CC12)c1ccc(COc2ccccc2)cc1 (stereo not drawn)	0.9	27.3	-3.3	7.6	2.9	-11.7	-0.6	-1.7	-2.2
Cc1cc(C)c(OCCN2CCCC2)c(Cl)c1	2.0	12.7	11.5	5.3	-4.6	2.1	-5.4	14.8	-2.5
COC(=O)c1ccccc1NC(=O)c1ccc2c(c1)C(=O)N(Cc1ccco1)C2=O	5.5	42.6	-23.1	-6.8	28.7	1.6	-9.8	16.2	-1.6
CN(C(=O)COC(=O)CSc1cc(Cl)ccc1Cl)c1c(N)n(Cc2ccccc2)c(=O)[nH]c1=O	-1.3	-0.9	13.2	12.3	-2.9	-6.9	7.9	-10.4	6.5
O=C(O)CC(C(=O)OCCOc1ccccc1)N1CCOCC1 (stereo not drawn)	0.2	-0.9	7.5	3.9	-0.9	-3.0	-2.0	10.7	2.9
CC(=O)C[C@H]1c2ccccc2S(=O)(=O)N1C1CCCC1	-1.9	-9.5	3.7	6.3	0.0	21.8	0.1	-8.4	-2.6
Cc1cccc(/C=c2\s/c(=C\C(=O)C(C)(C)C)[nH]c2=O)c1	3.3	24.1	50.4*	24.9	4.9	15.3	10.2	17.0	-2.6
CCCc1cc(C(=O)Cc2ccc(C(=O)OCC)o2)c(O)cc1O	-1.6	12.7	15.9	45.1*	1.4	0.6	14.3	-0.3	-3.3
O=C(CCNS(=O)(=O)c1cccs1)NCc1ccccc1	-0.5	-24.1	5.3	6.7	-2.4	-4.8	-7.6	-7.5	1.4
CCNC(=S)N1CCN(C(c2ccccc2)c2ccccc2)CC1	0.1	-3.2	22.4	37.8	-1.9	-0.9	19.8	-4.7	-4.3
C[C@@H](NC(=O)c1ncn(C)c1C(=O)N[C@H](C)c1ccccc1)c1ccccc1	-0.4	25.3	36.5	-10.6	-1.3	4.6	9.7	-0.7	-4.5
Cn1c(NC(=O)C2CCCO2)cc(=O)n(C)c1=O (stereo not drawn)	0.0	14.8	-5.6	-12.6	-1.1	-6.2	2.1	18.4	-2.1
CC(=O)N1CCN(c2ccc(NC(=O)C(C)Oc3ccc(Cl)cc3Cl)cc2)CC1 (stereo not drawn)	-1.2	-0.8	18.9	44.8*	2.3	-2.5	24.2	-8.9	0.9
CCOc1ccccc1-c1nc(SCC(=O)O)n[nH]1	-1.9	32.9	-7.5	-4.7	1.5	1.4	-6.4	26.0	-4.1
CCO[C@@H]1OC(C(=O)N2CCOCC2)=C[C@H](C2CC2)[C@H]1CCCO	0.0	-31.7	-7.4	19.7	-0.2	-3.2	-7.3	10.1	9.6
COc1ccccc1C1/C(=C(/O)c2ccc(OC(C)C)cc2)C(=O)C(=O)N1c1cc(C)on1 (stereo not drawn)	5.3	-10.3	11.1	12.5	-0.6	3.4	-0.1	9.3	4.9
CCOC(=O)c1sc(N)nc1C(C)C	-2.3	5.0	-0.3	3.6	2.0	2.7	15.4	11.4	2.8
CC(=O)c1ccc(S(=O)(=O)N2CCN(c3nn(C)c(=O)n(C)c3=O)CC2)cc1	-0.4	14.9	4.0	20.2	0.5	-2.4	10.3	5.9	-4.3
COc1ccc(-c2ccc(NC(=O)c3ccc(Br)o3)cc2)nn1	3.6	-22.6	-8.0	4.6	0.2	-2.8	-16.9	5.0	3.4
COc1ccccc1NS(=O)(=O)c1cc(NC(=O)C2CCCO2)ccc1C (stereo not drawn)	1.7	15.6	2.1	2.7	0.4	-4.0	1.0	-6.2	-0.8
O=c1c2ccccc2cnn1Cc1n[nH]c(=S)n1-c1ccc(Cl)cc1Cl	4.1	19.3	8.1	13.0	0.1	.	3.8	-13.6	1.7
Cc1sc2nc(CSCC(=O)Nc3ccc(C(=O)N(C)C)cc3)[nH]c(=O)c2c1C	-0.8	-3.0	6.5	10.2	-1.2	9.0	2.6	29.7	-4.3
CCc1noc(C)c1C(=O)Nc1nc2c(C)cc(C)cc2s1	0.3	7.3	20.4	24.8	0.0	7.5	1.3	4.4	-0.8
COC(=O)c1cc(NC(=O)c2ccccc2)c(=O)oc1C/C=N\OCc1ccc(Cl)cc1Cl	-0.1	-21.7	29.6	31.6	2.3	25.7	14.8	3.7	-0.1
CC(=O)NC(=S)NNC(=O)CCc1ccccc1	0.2	-2.7	20.4	4.4	-0.7	17.0	24.4	22.8	-3.8
CC(C)=NNc1cc([N+](=O)[O-])cc2c1C(=O)N(C)S2=O (stereo not drawn)	1.3	16.3	-6.4	4.5	-3.4	4.1	13.0	6.9	-2.6
Cc1ccc(SCCNC(=O)c2cccc([N+](=O)[O-])c2C)cc1	-2.5	29.4	47.9	36.8	-6.1	5.6	17.9	15.1	-1.3
CCOC(=O)c1ccc(NC(=S)NCc2ccc(F)cc2)cc1	0.0	-7.3	5.5	17.9	-0.1	-16.9	13.8	13.9	-0.4
CCNC(=S)N1CCN(S(=O)(=O)c2ccccc2C(F)(F)F)CC1	-2.2	23.7	6.7	18.1	0.4	-9.6	-13.4	21.2	1.8
c1ccc(CCC2=NCCn3cccc32)cc1	1.2	24.4	16.2	32.9	-0.3	2.4&5.3	18.0	-2.3	-3.8
O=C(O)COc1ccc(/C=C/c2ccc3cccc([N+](=O)[O-])c3n2)cc1	-0.3	-20.1	6.4	0.2	-2.8	-3.8	23.3	6.5	0.3
COc1ccc(O)c(/C=N/Nc2nc(Nc3ccccc3)nc(-n3nc(C)cc3C)n2)c1	101.7*	75.1*	31.9	35.8	-0.3	20.5	29.5	5.7	-3.2
CCOC(=O)C1CCN(c2ccc(Cl)nn2)CC1	-1.8	16.0	11.4	-3.7	0.8	0.8	-3.5	3.0	-2.3
O=C(Nc1cc(S(=O)(=O)N2CCCC2)ccc1Cl)C1=COCCO1	1.3	6.0	18.4	16.3	-0.2	-10.9	13.6	11.4	-3.0

# Some of the entries so far, with two lines to a compound.
# Results follow in this order: CHOP UPR activ | Mdm2 MdmX PPI | tim23-1 inh | tim10-1 inh | UPR XBP1 act | CXCR6 inh | TIM10 inh | APJ antag | APJ agonist
CC(=O)C[C@H]1c2ccccc2S(=O)(=O)N1C1CCCC1
  -1.9 | -9.5 | 3.7 | 6.3 | 0.0 | 21.8 | 0.1 | -8.4 | -2.6
Cc1cccc(/C=c2\s/c(=C\C(=O)C(C)(C)C)[nH]c2=O)c1
  3.3 | 24.1 | 50.4* | 24.9 | 4.9 | 15.3 | 10.2 | 17.0 | -2.6

# Source: PubChem
